# Screening results (PubChem BioAssay)
# TrxR1 substrate: substrates of rat thioredoxin reductase 1. purified TrxR1 substrate turnover, NADPH consumption readout. Potency, µM (highest dose often 114 µM), inactives show at the highest dose activity change, negative = substrate turnover. O89049. 390,000 tested, 0.01% active; further: on the % scale 0 is the no-effect control and ±100 the full control effect; nearly all actives have a fitted effect of over 50% in size
#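 Rat TrxR1, dispensed at 90 nM, was prereduced with 400 uM NADPH (final) for 5 min at ~22 deg C, then incubated with compound 15 min before 400 uM selenite. A first-read NADPH fluorescence drop versus no-compound background flagged substrates.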
# TrxR1 inh: inhibitors of rat thioredoxin reductase 1; AID 588453; recombinant rTrxR1, NADPH fluorescence consumption, selenite substrate; 390,000 tested, 1% active; Potency, µM (series often up to 114 µM), for the others: at the highest dose activity change, negative = inhibition, hits mostly inhibitors; O89049; further: on the % scale 0 is the no-effect control and ±100 the full control effect; nearly all actives have a fitted effect of over 65% in size
#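 Rat TrxR1 (90 nM in the dispensed reagent) was pre-reduced with 400 uM NADPH for 5 min at room temperature, then incubated with compound for 15 min. After 400 uM selenite was added, NADPH fluorescence (Ex 340/Em 450 nm) was followed for 8 min.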
# RXFP1 agonist: RXFP1 (human) receptor agonism; Q9HBX9; HEK293T-RXFP1 cAMP TR-FRET, 30 min; response scale: percent of porcine relaxin response, buffer zero; Potency, µM (highest dose often 57.5 µM), without a hit: at the highest dose activation, usual class: activators; 370,000 tested, 0.3% active; AID 2676; further: on the % scale 0 is the no-effect control and ±100 the full control effect; nearly all actives have a fitted effect of over 60% in size; many of its hits are not listed in these tables
#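 HEK293T cells stably expressing RXFP1 were pretreated with the PDE4 inhibitor Ro 20174, exposed to compounds for 30 min at 37C, lysed, and cAMP was read by TR-FRET. Data normalized to buffer (basal) and 29 nM porcine relaxin (100%).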
# ALOX12 inh: blocks human arachidonate 12S-lipoxygenase; 580,000 tested, 1.1% active; P18054; Potency, µM (top dose mostly 108 µM), without a hit: at the highest dose activity change, negative = inhibition, hits mostly inhibitors; purified 12hLO, xylenol orange hydroperoxide absorbance; further: on the % scale 0 is the no-effect control and ±100 the full control effect
#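 Hydroperoxide product was detected by ferrous iron/xylenol orange as the 573 to 405 nm absorbance ratio. Arachidonic acid at 40 uM (final) was turned over for 30 min at room temperature by 150 nM human 12hLO, pH 7.0 Hepes buffer, after 15 min compound preincubation.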
# Vif-APOBEC3G blk: inhibitors of Vif-APOBEC3G interaction; Q9HC16; 410,000 tested, 0.076% active; HeLa A3G-eYFP + Vif (tagged APOBEC3G with the HIV-1 protein that degrades it), YFP fluorescence, overnight; Potency, µM (titrated, usually from 46.1 µM), for inactives: top-dose activity, negative = active, usual class: inhibitors;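 further: on the % scale 0 is the no-effect control and ±100 the full control effect; nearly all actives have a fitted effect of over 60% in size; hits raise eYFP signal because A3G escapes Vif-driven loss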
# Target sequence (Q9HC16 whole entry, looked up): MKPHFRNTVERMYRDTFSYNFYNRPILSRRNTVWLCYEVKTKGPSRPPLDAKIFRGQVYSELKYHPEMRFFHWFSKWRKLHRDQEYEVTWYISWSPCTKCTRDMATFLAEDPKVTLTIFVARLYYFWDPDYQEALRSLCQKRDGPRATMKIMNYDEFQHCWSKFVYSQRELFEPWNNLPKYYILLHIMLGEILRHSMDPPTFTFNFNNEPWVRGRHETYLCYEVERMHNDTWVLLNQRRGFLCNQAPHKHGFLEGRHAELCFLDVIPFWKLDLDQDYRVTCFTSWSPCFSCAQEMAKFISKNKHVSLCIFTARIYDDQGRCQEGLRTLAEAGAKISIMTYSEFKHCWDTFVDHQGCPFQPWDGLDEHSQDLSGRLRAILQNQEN
#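 HeLa cells stably expressing Vif and C-terminally eYFP-tagged A3G, seeded overnight at 37 deg C, then exposed to compound by pintool overnight at 37 deg C. Rise in yellow fluorescence (Ex 488/Em 500-530, Acumen) marks blocked Vif-driven A3G degradation.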
# IDH1 R132H inh: human IDH1 R132H inhibition | O75874 | IDH1-R132H enzyme, NADPH consumption, diaphorase/resazurin fluorescence | Potency, µM (top dose mostly 76.6 µM), inactives show at the highest dose activity change, negative = inhibition, actives largely listed as inhibitors | 390,000 tested, 0.093% active | AID 602179; further: on the % scale 0 is the no-effect control and ±100 the full control effect; nearly all actives have a fitted effect of over 65% in size
# Target sequence (O75874 whole entry R132H, stated change not applied): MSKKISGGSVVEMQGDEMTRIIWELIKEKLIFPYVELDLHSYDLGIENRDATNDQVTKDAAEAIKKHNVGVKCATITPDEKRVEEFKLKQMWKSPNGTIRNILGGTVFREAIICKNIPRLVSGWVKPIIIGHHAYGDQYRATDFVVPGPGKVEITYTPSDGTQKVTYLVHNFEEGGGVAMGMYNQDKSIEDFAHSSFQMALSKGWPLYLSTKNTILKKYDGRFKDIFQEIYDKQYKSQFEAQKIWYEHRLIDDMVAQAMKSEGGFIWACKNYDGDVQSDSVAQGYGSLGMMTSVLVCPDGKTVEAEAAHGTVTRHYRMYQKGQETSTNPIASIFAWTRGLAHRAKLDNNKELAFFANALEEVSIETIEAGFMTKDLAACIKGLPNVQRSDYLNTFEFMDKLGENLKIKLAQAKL
#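 IDH1-R132H (0.5 ug/mL dispensed) in pH 7.5 Tris buffer was preincubated 30 min with compound, then given a substrate mix of 0.016 mM NADPH and 2 mM alpha-KG for 80 min at room temperature; remaining NADPH was read by diaphorase/resazurin fluorescence.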
# USP1-UAF1 inh: blocks the human USP1/UAF1 deubiquitinase complex. O94782. recombinant USP1/UAF1, Ub-Rhodamine cleavage fluorescence. Potency, µM (highest dose often 57.1 µM), inactives show at the highest dose activity change, negative = inhibition, usual class: inhibitors. 390,000 tested, 0.23% active. AID 743255; further: on the % scale 0 is the no-effect control and ±100 the full control effect; nearly all actives have a fitted effect of over 60% in size; inactives centre near -12
#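 1 nM enzyme complex + cpd, 15 min RT; start with Ub-Rho 150nM final; kinetic fluorescence ex 480/em 540, 6 reads q60 s. Buffer 50mM HEPES pH 7.8, 0.5mM EDTA, 0.1 mg/ml BSA, 1mM TCEP, 0.01% Tween-20.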
# RGS4 inhibitor: inhibitors of human regulator of G protein signaling 4 | Potency, µM (highest dose often 114 µM), for inactives: top-dose activity change, negative = inhibition, usual class: inhibitors | AID 504845 | Transcreener GDP fluorescence polarization, RGS4-accelerated GTP hydrolysis | P49798 | 390,000 tested, 0.039% active; further: on the % scale 0 is the no-effect control and ±100 the full control effect; nearly all actives have a fitted effect of over 75% in size; some results filed as inactive show a strong effect at the top dose
# Target sequence (P49798 whole entry, looked up): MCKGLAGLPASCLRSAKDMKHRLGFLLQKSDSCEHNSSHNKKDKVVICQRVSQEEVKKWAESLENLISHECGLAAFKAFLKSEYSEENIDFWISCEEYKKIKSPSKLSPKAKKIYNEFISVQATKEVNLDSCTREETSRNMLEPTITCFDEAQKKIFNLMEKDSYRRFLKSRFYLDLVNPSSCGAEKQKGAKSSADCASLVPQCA
#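 MLSMR compounds (23 nl, pin-transferred) preincubated 10 min at room temperature with a 500nM (2x) first reagent, then RGS4 at 900nM (2x) plus Transcreener GDP mix added; fluorescence polarization (620/688 nm) read before and after 90 min at 30 °C.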
# Vif-APOBEC3F blk: Vif-A3F binding inhibition | 390,000 tested, 0.2% active | Potency, µM (doses to about 46.1 µM), without a hit: top-dose activity, negative = active | HeLa A3F-eYFP + Vif (tagged APOBEC3F with the HIV-1 protein that degrades it), YFP fluorescence increase; further: % of control where 0% means no effect; nearly all actives have a fitted effect of over 65% in size
#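 HeLa cells stably expressing Vif plus C-terminally eYFP-tagged A3F were seeded, incubated overnight at 37 deg C, dosed with compound, incubated overnight again at 37 deg C. Yellow fluorescence (Ex 488/Em 500-530) reported blocked Vif-mediated A3F-eYFP degradation.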
# The depositor's hits bear a star; ? = inconclusive; / = not tested or not shown; & = joins results of further samples; [ ] = remark or other dose. The call rests on the fitted dose curve; in most records, active means well fitted curve in the direction sought with a large enough effect; inconclusive means small, poorly fitted or top-dose-only effect, or another doubt; inactive means no such curve, though single readings can be large; an effect the other way counts as inactive or inconclusive. Potency means the concentration at half of the fitted maximal effect.
Compound | TrxR1 substrate | TrxR1 inh | RXFP1 agonist | ALOX12 inh | Vif-APOBEC3G blk | IDH1 R132H inh | USP1-UAF1 inh | RGS4 inhibitor | Vif-APOBEC3F blk
CC(=O)c1ccc(NC(=O)c2cc(-c3ccc4c(c3)OCO4)on2)cc1 | -5.8% | 2.4% | 2.5% | -22.4% | -2.0% | -11.3% | -16.7% | 23.6% | -2.5%
CCCCN(C)c1nnc(NC(=O)Nc2ccc(Br)c(C)c2)s1 | -2.1% | 12.4% | -1.5% | -20.9% | 1.0% | -13.7% | -5.4% | 7.1% | 0.6%
COc1ccc(NC(=O)c2ccccc2S(=O)c2ccccc2C#N)cc1 (configuration not stated) | -0.7%[57.1 µM] | 2.7%[57.1 µM] | 0.0% | 4.1% | -0.5% | -7.7% | -16.5% | 5.4% | 13.2%
CCC(=O)Nc1ccc(N2CCN(Cc3ccccc3)CC2)cc1 | -4.8% | -7.1% | -0.2% | -4.9% | 0.9% | -2.2% | -1.9% | 5.7%[11.4 µM] | 3.0%
O=C(CSc1nc2ccccc2c(=O)n1-c1ccc(F)cc1)Nc1ccc(N2CCOCC2)cc1 | -2.4% | 11.6% | 0.5% | ? | 2.4% | -9.3% | -5.0% | -4.3% | 4.7%
CC1CCN(c2ccc(NC(=O)c3ccccc3[N+](=O)[O-])cc2)CC1 | 17.5%[57.1 µM] | 41.7%[57.1 µM] | -1.7% | -4.7% | 1.8% | 1.6% | -13.1% | 13.7% | 6.2%
COc1ccc(C2CC(c3ccccc3)=NN2c2ccc(Cl)c(C(=O)O)c2)cc1 (configuration not stated) | 182.5%[activator] | -5.6% | 24.2% | ? | ? | 7.3% | -23.8% | -9.7% | -0.7%
CCOC(=O)CC1C(=O)NCCN1S(=O)(=O)c1ccc(Br)cc1 (configuration not stated) | 1.9%[57.1 µM] | 7.2%[57.1 µM] | 2.3% | -1.9% | -2.7% | 1.4% | -0.7% | 0.0% | 1.1%
COc1ccc(C(=O)Nc2ccccc2C(=O)OCc2cc(=O)n3nc(C4CC4)sc3n2)cc1 | -2.7%[57.1 µM] | 10.7%[57.1 µM] | -0.7% | -18.5% | -0.7% | 6.5% | ? | -1.3% | 0.3%
CC(OC(=O)c1ccco1)C(=O)NC1CCCC1 (configuration not stated) | 8.0% | 18.9% | -0.9% | 1.2% | 9.7% | 0.0% | -21.7% | -1.0% | 2.2%
COC(=O)[C@H](CCSC)NC(=O)Nc1ccc(C(C)C)cc1 | -8.4% | -15.1% | 0.0% | -10.4% | 2.3% | 4.3% | -1.4% | -14.2% | -7.8%
CN(CC(=O)N(CCO)Cc1ccccc1)S(=O)(=O)c1ccc2c(c1)c(=O)n(C)c(=O)n2C | -0.4% | 8.7% | 9.9% | 4.3% | 3.0% | 0.0% | -11.6% | 33.2% | -3.4%
O=S(=O)(c1ccccc1)C1(C2CC(c3ccccc3)=NO2)CC(O)C1 (configuration not stated) | -1.8% | 10.1% | -0.5% | 11.9% | 5.2% | -3.8% | -22.1% | 1.0% | -4.9%
CN(C)c1ccc(NC(=O)c2ccc(N3CCOCC3)nc2)cc1 | -5.8% | 14.9% | -4.8% | -13.6% | 1.0% | 3.2% | -19.7% | ? | -11.3%
COC(=O)c1cccc(NS(=O)(=O)c2ccc(OC)c(OC)c2)c1C | -7.4% | 7.9% | 1.3% | -22.1% | 0.5% | 6.3% | -9.0% | 10.9% | 1.5%
CC(NC(=O)NC(N)=O)(C(F)(F)F)C(F)(F)F | 1.0% | -9.5% | 1.0% | 9.4%[57.4 µM] | -2.5% | 4.7% | -2.8% | -1.9% | 2.4%
Cc1cc(C)c(NC(=O)CSc2nnc(-c3ccncc3)n2Cc2ccco2)c(Cl)c1 | 8.9% | -20.0% | 0.6% | -2.4% | -0.7% | -1.5% | -11.7% | -21.8% | 0.8%
Cn1ncc([N+](=O)[O-])c1C(=O)Nc1nccs1 | 11.2% | 19.2% | 2.7% | ? | 0.6% | -5.1% | -12.5% | -18.5% | -0.8%
CCOC(=O)N/N=C\c1ccc([N+](=O)[O-])o1 | -6.1% | 7.08µM* | 0.4% | -17.9% | -9.0% | 1.6% | 8.9% | -16.7% | -2.0%
O=C1C=CC(=Nc2ccc(F)cc2)O1 | 0.5% | 7.08µM* | / | -4.2% | -4.2% | -3.5% | -2.6% | ? | ?
COc1ccccc1C(=O)OCC(=O)Nc1cc(S(=O)(=O)N2CCOCC2)ccc1N1CCCC1 | -0.4%[57.1 µM] | -0.8%[57.1 µM] | 0.8% | 375.4%[activator] | -0.6% | -0.3% | 0.1% | -8.9% | 8.9%
CC1CC(C)(C)N2C(=O)C(=C(C#N)C#N)c3cccc1c32 (configuration not stated) | 6.0%[57.1 µM] | ? | 1.2% | 8.8% | -2.1% | 3.1% | -8.5% | -21.8% | -5.6%
CC1=CC2=NC(=O)CC(C)(C(=O)N(CC(=O)NC(C)(C)C)Cc3cccs3)N2C=C1 (configuration not stated) | 195.2%[activator] | 19.1% | 0.6% | 7.3% | -1.8% | -2.5% | -26.3% | 14.8% | -3.8%
Cc1c(C(=O)Nc2cccc(C(F)(F)F)c2)oc2ccc(S(=O)(=O)N(C)C3CCCCC3)cc12 | 7.7%[57.1 µM] | 31.1%[57.1 µM] | 0.2% | 0.0% | -3.3% | 12.6% | 2.2% | 18.4% | -8.5%
CCOC(=O)CSc1nnc([C@H](C)NC(=O)OC(C)(C)C)o1 | 7.3% | 10.1%[57.1 µM] | 1.5% | 1.0% | 0.2% | 4.1% | -12.3% | -0.3% | 1.1%
Cc1nn(-c2ccccc2)c(C)c1C(=O)NNC(=O)C(F)(F)F | 0.1%[57.1 µM] | 15.9%[57.1 µM] | -1.0% | 0.0% | -0.8% | 5.3% | -15.9% | 6.6% | -9.5%
CCOC(=O)c1cc(-c2ccccc2)sc1NC(=O)CSc1nnnn1C | -5.1% | -17.0% | 1.4% | -2.6% | -6.5% | 2.2% | -21.0% | -22.7% | 8.1%
O=c1[nH]c2ccccc2c2ccc(Cl)cc12 | 3.5%[11.4 µM] | -1.2%[11.4 µM] | / | ? | 3.4% | 7.4% | -10.7% | -1.0% | -0.8%
CCCOc1ccc(C2C(=O)N(C3CCCCCC3)CC(=O)N2Cc2ccccc2OC)cc1OC (configuration not stated) | -0.9%[57.1 µM] | 12.1%[57.1 µM] | 3.0% | -29.2%&-28.8% | -9.0% | 3.2% | -5.3% | 6.5% | 9.5%
O=C(O)C1CC=CCC1C(=O)NCCc1ccccc1 (configuration not stated) | -7.0% | 1.5% | 1.2% | 0.0% | -0.8% | 8.0% | -3.0% | -6.3%[56.9 µM] | -2.4%
CCc1c(C)nc(SCC(=O)Nc2cccc(Br)c2)[nH]c1=O | 7.6% | 15.2% | 0.6% | 23.9% | 0.6% | 12.8% | -6.3% | -10.2% | -5.0%
O=C(Nc1ccc(F)cc1)Nc1ccc(N2CCCC2)c(S(=O)(=O)Nc2ccccc2Cl)c1 | -2.9% | 0.2% | -0.2% | -6.7% | -0.9% | 1.7% | -17.5% | 6.5% | 0.2%
Cc1ccccc1NS(=O)(=O)c1ccc(C(=O)NN2CCCCC2)cc1 | -8.8% | -8.3% | 5.0% | 5.1% | 1.8% | 7.4% | -19.1% | -18.9% | 4.4%
COc1cc(OC)cc(C(=O)OCc2ccc([N+](=O)[O-])cc2)c1 | -4.6%[57.1 µM] | -1.0%[57.1 µM] | 1.6% | -2.0% | -0.1% | 5.9% | -16.6% | -5.4% | 7.1%
CC1(C)CC(=O)C2=C(C1)NC(=O)CC2c1ccc(N(CCC#N)CCC#N)cc1 (configuration not stated) | 3.0% | 4.4% | 0.0% | 10.2% | -1.1% | -1.9% | 2.2% | -6.2% | -8.6%
CCN(Cc1ccccc1)C(=O)CCNS(=O)(=O)c1ccc2c(c1)CC(C)N2C(C)=O (configuration not stated) | 2.2%&-4.8% | 11.7%&7.6% | 1.2%&2.6% | -4.5%&-18.7% | -1.8%&3.3% | 3.3%&21.0% | -5.2%&-25.4% | -6.2%&-11.5% | -12.2%&1.8%
O=C(Nc1ccc2c(c1)OCO2)C1CCCN1C(=O)OCc1ccccc1 (configuration not stated) | -0.5%[57.1 µM] | -7.5%[57.1 µM] | 1.7% | 0.0% | -1.1% | -2.8% | 9.6% | 11.6% | -4.2%
O=C(CCC1CCCN(C(=O)c2cc(C3CC3)[nH]n2)C1)N1CCN(c2ccccn2)CC1 (configuration not stated) | 8.5% | 13.5% | 2.1% | -3.6% | 4.1% | 0.3% | -17.9% | -4.7% | 4.4%
Cc1cccc(NC(=O)C(=O)NCC(c2cccnc2)N2CCN(Cc3ccccc3)CC2)c1 (configuration not stated) | 0.2% | 22.3% | 3.5% | -13.0% | 5.0% | 2.3% | 9.5% | -9.8% | 0.3%
COC(=O)c1ccc(S(=O)(=O)NCc2ccco2)o1 | 0.5% | -1.1% | 0.5% | 0.0% | -4.1% | 4.0% | -18.4% | -8.5% | -17.8%

# A portion of the library; count on the stated rates, not on these rows.
